# Assay outcomes deposited in PubChem BioAssay by ICCB-Longwood Screening Facility, Harvard Medical School.
# PV pol inh = inhibitors of poliovirus RNA polymerase binding and polymerization. P03300. poliovirus polymerase elongation, fluorescence polarization; active compounds read low. % elongation, % (compound at 16.7 µg/mL). 150,000 compounds, 0.66% hits; in the data active = % elongation below about 90%; note: some results filed as inactive read as strong as hits
# Target sequence (P03300 1749-2209 limits assumed): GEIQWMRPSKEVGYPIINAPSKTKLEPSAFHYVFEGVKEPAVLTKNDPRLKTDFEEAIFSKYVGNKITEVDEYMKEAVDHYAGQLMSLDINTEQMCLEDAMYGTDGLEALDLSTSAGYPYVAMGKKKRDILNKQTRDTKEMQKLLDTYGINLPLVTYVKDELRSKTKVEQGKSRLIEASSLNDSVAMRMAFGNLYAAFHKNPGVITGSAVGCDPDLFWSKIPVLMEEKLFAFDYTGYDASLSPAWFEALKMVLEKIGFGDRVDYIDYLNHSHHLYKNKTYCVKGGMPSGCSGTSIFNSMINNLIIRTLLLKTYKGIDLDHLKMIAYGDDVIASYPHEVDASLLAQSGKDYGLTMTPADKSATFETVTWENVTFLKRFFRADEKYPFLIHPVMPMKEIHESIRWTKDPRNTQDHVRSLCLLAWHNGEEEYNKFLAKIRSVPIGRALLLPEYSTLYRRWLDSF
# PV pol inh FP z-score = second read-out of PV pol inh, no call of its own (marks repeat the call); z-score; measured here: FP z-score; hits read low
# The depositor's hits bear a star; & = joins results of further samples.
SMILES,PV pol inh,PV pol inh FP z-score
Cn1c(C(=O)NCc2ccccc2Cl)cc2oc3ccccc3c21,101.0,-0.2
Nc1ccc(S(=O)(=O)Nc2ccnn2-c2ccccc2)cc1,100.0&102.0,0.2&0.5
CCN(CC)CCn1c2c(c(SCC(=O)Nc3nc(C)cs3)nc1=O)CCCC2,101.0,-0.4
COC(=O)[C@H]1[C@H]2C[C@H]3c4[nH]c5ccccc5c4CCN3C[C@@H]2CC[C@@H]1O,99.0,0
NC1=NC(=O)C(CC(=O)Nc2ccc(C(F)(F)F)cc2)S1 (configuration not stated),101.0,-0.1
CCc1nnc(NC(=O)c2nn(-c3ccccc3)ccc2=O)s1,103.0,0.4
CSc1ccccc1NC(=O)COC(=O)/C=C/c1ccco1,107.0,0.3
COc1ccc(-c2nnc(SCc3cccc(C#N)c3)o2)cc1,106.0,2.4
CCN(CC)c1nc2ccccc2nc1C(=O)Nc1cc(OC)c(OC)c(OC)c1,107.0,0.1
Cn1c(=O)c2c(ncn2CC(=O)N/N=C/c2ccc(Br)s2)n(C)c1=O,101.0,-0.1
O=C(/C=C/c1ccccc1)Nc1ccc(Oc2ccc(F)cc2F)nc1,104.0,-0.2
NS(=O)(=O)c1ccc(CNC(=O)CCC2CCCCC2)cc1,98.0,-0.7
Cc1ccc(-c2c(C)n([O-])c(C)c(C)[n+]2=O)cc1,101.0,0.2
CCOCCCNC(=O)C(c1ccc(Cl)cc1)N(Cc1cccs1)C(=O)c1ccc(NC(C)=O)cc1 (configuration not stated),102.0,-0.2
CCCC(=O)C1CCN(Cc2ccccc2)CC1,102.0,-0.1
O=C(O)/C=C/c1cccc(Br)c1,103.0,0.2
CC(C)c1ccc(NC(=O)c2cn(C3CCCCC3)c(=O)c3c2c2ccccc2n3C)cc1,114.0,0.5
CCCCCn1c(CCNC(=O)c2ccc(F)cc2)nc2ccccc21,107.0,0.5
COC(=O)c1cc(S(=O)(=O)N2CCN(c3ccc(C)cc3C)CC2)cn1C,108.0,0.4
CC(C)Cc1nn2c(=O)cc(COC(=O)c3ccc4c(c3)OCO4)nc2s1,73.0*,-6.4*
COCCCNC(=O)Cn1c(=O)n(CCCC(=O)NCc2ccc(C)cc2)c(=O)c2ccccc21,113.0,1.3
COc1ccc(CC(=O)NCc2nc3cccnc3n2Cc2ccc(C)cc2)cc1OC,110.0,0.5
CC1=C(C(=O)OC2CCCCC2)C(c2ccco2)C2=C(CC(c3ccc(F)cc3)CC2=O)N1 (configuration not stated),100.0,-0.2
Cc1cccc(N2CCN(C(=O)CCNS(=O)(=O)c3ccc4c(c3)oc(=O)n4C)CC2C)c1 (configuration not stated),100.0,-0.7
O=c1c2c3c(sc2ncn1-n1cccc1)CCCC3,100.0,-0.7
CCNc1nc(OCCO)nc(N(C)C)n1,104.0,0.7
CC1Cc2ccccc2N1C(=O)c1cc(S(=O)(=O)N2CCCC2)cn1C (configuration not stated),102.0,0
CCCCC1CC1C(=O)Nc1ncc2c(n1)CC(C)(C)CC2=O (configuration not stated),98.0,-0.2
FC(F)(F)c1cccc(NN=C2CCSCC2)n1,102.0,0.2
O=C(NC1CCCC1)c1ccc(CSCc2cccc(Cl)c2)o1,101.0,-0.3
Cc1ccc(-c2csc(N3C(=O)CN=C3SCc3ccc(Cl)cc3)n2)cc1,103.0,0.6
C=CCNC(=O)CN1CCC(n2nnc3cc(C(F)(F)F)ccc32)CC1,102.0,0.2
Cc1cc(C)n2nc(CNS(=O)(=O)c3cccc(Cl)c3)nc2n1,102.0,-0.8
Cc1ccc(CNC(=O)C2CCN(S(=O)(=O)c3ccc4nc5c(c(C(=O)O)c4c3)CC(C)CC5)CC2)cc1 (configuration not stated),105.0,0
COc1ccc(C2OC(=O)CC2C(=O)NCc2ccc(F)cc2)cc1OC (configuration not stated),101.0,0.1
CC1CCN(C(=O)COC(=O)Cn2[nH]c(=O)c3ccccc3c2=O)CC1,98.0,-0.4
Cc1cc(C)c2c(CC(=O)Nc3ccc(S(=O)(=O)N4CCCC(C)C4)cc3)coc2c1 (configuration not stated),122.0,0.5
Cc1cc(C)cc(C(=O)NCC(=O)OCc2c(C)noc2C)c1,104.0,0.1
COC(=O)CC1(O)C(=O)C=C(c2ccc(C)cc2)N1c1ccccc1OC (configuration not stated),105.0,0.2
O=C(CSc1ncc2c(n1)-c1cc(Cl)ccc1N(Cc1ccccc1)S2(=O)=O)Nc1ccc(F)cc1F,102.0,-0.3
Cc1cccc(S(=O)Cc2ccc(C(=O)NCc3ccccc3)o2)c1 (configuration not stated),101.0,-0.5
O=c1c(Cl)c(Nc2ccc(F)cc2)cnn1-c1ccccc1,84.0*,-2.3*
Cc1ccccc1-c1nsc(SCC(=O)NC2CCCCC2)n1,99.0,-0.9
O=C(CN(C(=O)c1ccccc1)C1CCCCC1)Nc1nc(-c2ccccc2)cs1,99.0,-0.5
COc1ccc(NC(=O)c2c(NCc3ccc(C)o3)sc3c2CCC(C)C3)cc1 (configuration not stated),108.0,0.3
O=C(CCC(=O)c1ccc[nH]1)c1ccc(Cl)cc1,107.0,0.4
COCCNC(=O)C1CCN(c2nnc(-n3cccc3)s2)CC1,103.0,0.3
COc1cc(C2c3c(-c4cc(C)ccc4O)n[nH]c3C(=O)N2Cc2cccnc2)cc(OC)c1OC (configuration not stated),110.0,0.8
O=C(NCCc1ccccc1)C1CCN(c2nc3ccccc3nc2C(F)(F)F)CC1,107.0,0.1
CC(=O)Nc1ccc(Nc2cc(C)c(C#N)c3nc4ccccc4n23)cc1,98.0,-0.5

# Record cards (already shown):
# Listed for `COc1cc(C2c3c(-c4cc(C)ccc4O)n[nH]c3C(=O)N2Cc2cccnc2)cc(OC)c1OC` (configuration not stated) : PV pol inh: 110.0; PV pol inh FP z-score: 0.8
# Listed for `O=c1c(Cl)c(Nc2ccc(F)cc2)cnn1-c1ccccc1` : PV pol inh: 84.0*; PV pol inh FP z-score: -2.3*

# Further structures follow:
SMILES,PV pol inh,PV pol inh FP z-score
Cn1c(=O)c2cc(C(=O)NC3CCCCCC3)sc2c2ccc(Cl)cc21,103.0,0.7
C1CN(C23CC4CC(CC(C4)C2)C3)CCN1,103.0,0
COc1ccc(-n2ccnc(NCCc3ccc(Cl)cc3)c2=O)cc1OC,108.0,0.2
CCN(CC)C(=O)Cn1ncc2c([nH]c3ccc(C)cc32)c1=O,106.0,0.1
COc1ccc(NC(=O)C2CC(c3ccc(OC)cc3)=NO2)cc1 (configuration not stated),101.0,0.3
C(=Nc1ccc(Nc2ccccc2)cc1)c1ccc2ncccc2c1,105.0,1.5
CCCN(CCC)S(=O)(=O)c1ccc2c(c1)oc(=O)n2CC(=O)OCC,104.0,1
CC(NC(=O)CN1CCN(C/C=C/c2ccccc2)CC1)c1ccccc1 (configuration not stated),101.0,-0.3
COc1cc2ncnc(NCCCN3CCOCC3)c2cc1OC,93.0,-1.6
CC1CCCN(C(=O)COC(=O)C2=COCCO2)C1 (configuration not stated),102.0,0.1
Cn1c(C(=O)N2CCC(C(=O)NCc3ccccc3)CC2)cc2sccc21,102.0,-0.4
O=C(Nc1nonc1-c1ccc(Cl)cc1)c1ccccc1F,103.0,-0.7
Cc1nnc2n1N=C(c1ccc(-c3cc(Cl)ccc3Cl)o1)CS2,100.0,-0.1
CCN1CCN(C(=O)C(Cc2ccccc2)NS(=O)(=O)c2ccc3c(c2)c(=O)n(C)c(=O)n3C)CC1 (configuration not stated),102.0,0.4
CC(C)CCNC(=O)CN1CCOc2ccccc21,101.0,-0.3
CN(C)c1cnn(-c2cnc3ccccc3n2)c(=O)c1Cl,99.0,-0.7
CCC1(CC)Cc2ccccc2C(Nc2c(C)n(C)n(-c3ccccc3)c2=O)=N1,101.0,-0.1
Cn1ccnc1SCC(=O)c1ccc2ccccc2c1,102.0,-0.2
CC(=O)OC(COc1ccccc1)Cn1cnc2ccccc21 (configuration not stated),106.0,0.3
COc1ccc(CN2CCN(c3ncnc4scc(-c5ccc(Cl)cc5)c34)CC2)cc1F,105.0,0.6

# Arranged by formula weight (smallest number first): three of the compounds above.
SMILES,PV pol inh,PV pol inh FP z-score
CC(=O)OC(COc1ccccc1)Cn1cnc2ccccc21 (configuration not stated),106.0,0.3
Cc1nnc2n1N=C(c1ccc(-c3cc(Cl)ccc3Cl)o1)CS2,100.0,-0.1
CCC1(CC)Cc2ccccc2C(Nc2c(C)n(C)n(-c3ccccc3)c2=O)=N1,101.0,-0.1

# Next part:
SMILES,PV pol inh,PV pol inh FP z-score
CC1=CC(=C2C(=O)NC(=S)NC2=O)C=C(C)N1CC(C)C,92.0,-3.7
O=C(NCC1COc2ccccc2O1)Nc1ccccc1F (configuration not stated),100.0,-0.2
COc1ccc(NC(=O)c2sc3nc4n(c(=O)c3c2C)CCC4)cc1Cl,110.0,0.6
CCOC(=O)c1ccc(NC(=O)CSc2nc3cc4ccccc4cc3[nH]2)cc1,103.0,-0.1
CCOC(=O)c1c(C)[nH]c(C)c1S(=O)(=O)N(C)CC(=O)Nc1cc(Cl)ccc1OC,101.0,-0.4
Clc1cc(N=Cc2ccccn2)c(Cl)cc1N=Cc1ccccn1,105.0,1.4
Cc1oc(-c2ccccc2)nc1CSc1nncn2c1cc1sccc12,102.0,0.2
O=C(NCc1ccco1)c1ccc(-n2c(=S)[nH]c3ccccc3c2=O)cc1,100.0,-0.6
CC(=O)N=c1sc(S(N)(=O)=O)nn1C,99.0&100.0,-0.1&0.1
CC(C)(C)C(=O)C(CO)(Oc1ccc(Cl)cc1)n1cncn1 (configuration not stated),103.0,0
Clc1cccc(-n2ncc3c(N4CCCCC4)ncnc32)c1,111.0,0.7
CCc1ccc2c(c1)c(=O)c(S(=O)(=O)c1ccc(F)cc1)cn2CC(=O)Nc1ccc(C)cc1C,108.0,0.2
CC1=C(C(=O)Nc2cc(Cl)ccc2C)C2(CCCCC2)OC1=O,107.0,0.7
O=C(O)C1CC(=O)N(Cc2ccncc2)C1 (configuration not stated),104.0,0.8
CC1CC(C)N(C(=O)c2cc(-c3ccc(F)cc3)no2)C(C)C1 (configuration not stated),102.0,0.4
Cn1c(-c2ccccc2)cnc1NC(=O)c1ccc(F)cc1,104.0,0.4
Cc1noc(C)c1COc1ccc(C(=O)OCC(=O)NC2CCCc3ccccc32)cc1 (configuration not stated),103.0,0.2
COc1ccc(CN=C(C)c2c(O)[nH]c(=O)[nH]c2=O)cc1,108.0,0.8
COc1ccc(-n2c(=O)c3c(c4cc(OC)ccc4n3C)n(CC(=O)NCC3CCCO3)c2=O)cc1 (configuration not stated),105.0,-0.7
C=CCNS(=O)(=O)c1cccs1,102.0,0.4
Cc1cc(Br)ccc1OCC(=O)NCCC1=CCCCC1,109.0,0.6
CCc1ccc(N(C)S(=O)(=O)c2ccc3[nH]cc(C(=O)N4CCCCCC4)c(=O)c3c2)cc1,103.0,0.8
CC(C)NC(=O)c1ccc2c(c1)S(=O)(=O)c1ccccc1C2=O,102.0,-0.2
O=C(O)CC(NC(=O)C(c1ccccc1)c1ccccc1)c1ccco1 (configuration not stated),104.0,0.2
O=C(/C=C/c1ccco1)NCCc1csc2nc(-c3ccc(F)cc3)nn12,100.0,-0.8
Clc1ccc(-c2cnc3nonc3n2)cc1,89.0,-6.9
Cc1cc(N2CCCCC2)nc2ccc(NC(=O)c3ccc(Br)o3)cc12,101.0,0
Cc1nn(CCC#N)c2nc(C(F)(F)F)[nH]c(=O)c12,103.0&105.0,0.6&0.4
Cc1c(Cl)cccc1NC(=O)CC(NCc1ccccn1)C(=O)O (configuration not stated),101.0,0
Cc1ccc(C)c(N2CCN(C(=O)c3ccc4[nH]c(C)c(C)c4c3)CC2)c1,102.0,-1
COc1ccccc1N1CCN(C(=O)c2cccn2C)CC1,99.0,-0.7
Cc1nonc1OCC(C)(COc1nonc1C)NS(=O)(=O)c1ccccc1,103.0,1
O=C(c1ccco1)c1cc(-c2nc3ccccc3[nH]2)c(-c2ccco2)n2c1nc1ccccc12,107.0,0.7
O=C(N/N=C/c1cn(-c2ccccc2)nc1-c1cc2ccccc2o1)c1ccncc1,103.0,0
O=C1C2CCc3[nH]c4ccccc4c3C2C(=O)N1Cc1ccccc1 (configuration not stated),101.0,-0.1
N#Cc1ccc(CSc2ncn[nH]2)cc1,108.0,0.2
O=C(CC1CC2CCC1C2)NC(c1ccccc1)c1ccccc1 (configuration not stated),104.0,1.1
O=C(Cn1ncc2ccc(Cl)cc21)NCc1ccccc1,100.0,-0.9
CCOc1ccccc1NC(=O)Cn1cc(C(=O)c2ccc(Cl)cc2)c(=O)c2ccc(C)nc21,113.0,0.9
Cc1ccc(NC(=O)Cn2c(=O)n(CC3CCC(C(=O)NC(C)C)CC3)c(=O)c3sccc32)cc1 (configuration not stated),104.0,-0.5

# Reformatted: 4 of the compounds above.
SMILES	PV pol inh	PV pol inh FP z-score
N#Cc1ccc(CSc2ncn[nH]2)cc1	108.0	0.2
O=C(CC1CC2CCC1C2)NC(c1ccccc1)c1ccccc1 (configuration not stated)	104.0	1.1
O=C(Cn1ncc2ccc(Cl)cc21)NCc1ccccc1	100.0	-0.9
CCOc1ccccc1NC(=O)Cn1cc(C(=O)c2ccc(Cl)cc2)c(=O)c2ccc(C)nc21	113.0	0.9

# Continued:
SMILES,PV pol inh,PV pol inh FP z-score
CSc1nn(CC(=O)Nc2ccc(C)cc2C)c(N)c1S(=O)(=O)c1ccc(Cl)cc1,110.0,1.2
Cc1ccccc1S(=O)(=O)Cc1ccc(C(=O)N2CCc3ccccc32)o1,104.0,0.8
COc1ccccc1NC(=O)c1ccc2[nH]c(C)cc(=O)c2c1,108.0,0.3
NC(=O)c1cc2ccccc2oc1=O,108.0,0.7
COc1ccc(C(=O)CSc2nc(N)cc(=O)[nH]2)cc1OC,102.0,-0.1
O=C(O)c1ccccc1SCC(=O)N1CCOCC1,99.0,-0.9
CCOC(=O)/C=C1\SCC(=O)N1CCSc1nncn1-c1ccccc1,122.0,3.3
CCC(=O)N1CCc2cc(S(=O)(=O)NCCC(=O)NCc3ccc(OC)cc3)ccc21,108.0,0.6
CCC(CO)NC(=S)Nc1ccsc1C(=O)OC (configuration not stated),104.0,0.2
CCCNC(=O)C1CCN(c2ncnc3c2nc2n3CCCCC2)CC1,111.0,1
Cc1cc(C)c2c(=O)cc(C(=O)Nc3ccccc3Cl)oc2c1,112.0,0.8

# Not all compounds are listed (hit frequency here may not be typical).
